# From PubChem
# aSyn rescue: inhibitors of alpha-synuclein toxicity in yeast | Yeast expressing alpha-synuclein, growth rescue, BacTiter-Glo, 24 h | Potency, µM (series often up to 46.1 µM), for the others: at the top dose growth rescue (activation), usual class: activators | 0.14% of 370,000 active; further: % of control where 0% means no effect; nearly all actives have a fitted effect of over 65% in size
#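 Rescue of yeast growth: cells expressing toxic alpha-synuclein, induced in galactose at OD600 0.02, incubated with compound 24 h at 30 C. ATP luminescence quantified growth; inhibitors of toxicity appear as activators.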
# TDP43 rescue: rescues yeast growth from TDP-43 toxicity; AID 652104; 1.8% of 410,000 active; TDP-43 expressing yeast growth rescue, BacTiter-Glo, 24 h; Potency, µM (highest dose often 46.1 µM), inactives show at the highest dose growth rescue (activation), usual class: activators; further: % of control where 0% means no effect; nearly all actives have a fitted effect of over 50% in size
#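 Galactose-induced TDP-43 yeast, OD600=0.02, compound pinned; 24 hr, 30 deg C; BacTiter-Glo luminescence for growth. Inhibitors of TDP-43 toxicity read as activators.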
# EPAC2 antagonist: antagonists of human EPAC2 | AID 720708 | EPAC2 GEF exchange of Rap1B-BODIPY-GDP, fluorescence | Potency, µM (series often up to 114 µM), for inactives: at the top dose activity, negative = inhibition, actives largely listed as inhibitors | 0.18% of 360,000 active; further: on the % scale 0 is the no-effect control and ±100 the full control effect; nearly all actives have a fitted effect of over 45% in size; many of its hits are not listed in these tables
# EPAC2 ag: EPAC2 (human) agonism. EPAC2 activation, biochemical qHTS; response scale: 100% = 6.5 mM cAMP response. Potency, µM (series often up to 154 µM), for inactives: at the highest dose activation, actives largely listed as activators. 0.079% of 360,000 active; further: nearly all actives have a fitted effect of over 50% in size
#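 Guanine nucleotide exchange by EPAC2 is measured as reduced fluorescence of BODIPY-GDP once it is released from 250 nM Rap1B. Plates are read kinetically for 30 min at room temperature; results are scaled to 6.5 mM cAMP.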
# EPAC1 antag: blocks human EPAC1 exchange factor | Potency, µM (doses to about 115 µM), inactives show top-dose activity change, negative = inhibition, usual class: inhibitors | EPAC1 GEF assay, Rap1b-BODIPY-GDP exchange fluorescence | O95398 | 0.14% of 360,000 active;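 further: plate controls were vehicle for no effect and positive control for full effect; nearly all actives have a fitted effect of over 50% in size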
# EPAC1 ag: EPAC1 (human) agonism | O95398 | EPAC1 agonist qHTS, biochemical assay; response scale: 100% = response to 6.5 mM cAMP | Potency, µM (series often up to 154 µM), inactives show top-dose activation, usual class: activators | 0.073% of 360,000 active | AID 720707; further: nearly all actives have a fitted effect of over 60% in size
#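 Nucleotide exchange by EPAC1 (100 nM) on Rap1B–BODIPY-GDP (250 nM) in the presence of 50 uM GDP is tracked fluorescently at 480/540 nm over 30 min. Signals are normalized to a 6.5 mM cAMP control.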
# FUS suppressor: FUS proteinopathy suppression in yeast | S. cerevisiae FUS-expressing, growth rescue, OD600, 24 h | 0.24% of 390,000 active | AID 1347120 | Potency, µM (top dose mostly 76.6 µM), without a hit: at the top dose growth rescue (activation), hits mostly activators;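 further: plate controls were DMSO vehicle for no effect and reference control for full effect; nearly all actives have a fitted effect of over 55% in size; some results filed as inactive show a strong effect at the top dose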
#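 Compound concentration series was pinned onto galactose-induced FUS-expressing yeast seeded at OD 0.005. Plates sat 24hr at 30C; absorbance at 600 nm gave growth. DMSO served as background control.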
# PTHR1 ag: agonists of human PTHR1 parathyroid hormone receptor | Q03431 | HEK293 GP2 PTHR1 cells, GloSensor cAMP luminescence, 1 h | Potency, µM (titrated, usually from 115 µM), for the others: at the highest dose activation, usual class: activators | 0.075% of 410,000 active | AID 743266; further: nearly all actives have a fitted effect of over 55% in size; some results filed as inactive show a strong effect at the top dose; inactives centre near -15; many of its hits are not listed in these tables
# Target sequence (Q03431 whole entry, looked up): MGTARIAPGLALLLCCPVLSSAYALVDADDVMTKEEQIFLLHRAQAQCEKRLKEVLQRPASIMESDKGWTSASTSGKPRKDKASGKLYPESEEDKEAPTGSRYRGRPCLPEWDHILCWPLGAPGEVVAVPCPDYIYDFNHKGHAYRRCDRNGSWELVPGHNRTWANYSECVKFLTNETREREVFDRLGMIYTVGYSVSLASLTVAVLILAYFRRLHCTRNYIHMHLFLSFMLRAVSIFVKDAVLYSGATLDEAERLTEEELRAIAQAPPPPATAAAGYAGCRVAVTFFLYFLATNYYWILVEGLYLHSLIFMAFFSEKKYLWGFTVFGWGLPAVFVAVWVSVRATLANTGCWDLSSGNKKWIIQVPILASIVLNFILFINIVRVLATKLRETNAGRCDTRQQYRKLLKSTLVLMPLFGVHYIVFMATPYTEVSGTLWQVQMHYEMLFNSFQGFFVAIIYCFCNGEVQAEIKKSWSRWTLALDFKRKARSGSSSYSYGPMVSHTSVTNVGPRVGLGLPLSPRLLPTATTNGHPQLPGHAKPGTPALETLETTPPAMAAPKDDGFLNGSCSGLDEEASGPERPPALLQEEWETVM
#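 HEK-293-derived GP2 cells expressing PTHR1 and a GloSensor cAMP reporter, 3,000/well, plated overnight, given luciferin plus IBMX (each 0.5 mM as added) for 1 h at 37 °C, then compound for 1 h at 37 °C. Luminescence was read after 15 min at room temperature.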
# * marks the source's active call; other numbers are inactive results; i = inactive; ? = inconclusive; · = no result given; [ ] = remark or other dose. The call rests on the fitted dose curve; in most records, active means well fitted curve in the direction sought with a large enough effect; inconclusive means small, poorly fitted or top-dose-only effect, or another doubt; inactive means no such curve, though single readings can be large; an effect the other way counts as inactive or inconclusive. Potency means the concentration at half of the fitted maximal effect. Only part of the results is shown; count on the stated rates, not on these rows.
SMILES | aSyn rescue | TDP43 rescue | EPAC2 antagonist | EPAC2 ag | EPAC1 antag | EPAC1 ag | FUS suppressor | PTHR1 ag
CC1CCN(c2c(NCC3CCC(C(=O)NCCCc4ccccc4)CC3)c(=O)c2=O)CC1 (stereo not drawn) | -2% | -18% | -1% | 11% | 17% | 9% | 13% | -13%
Cc1cc(Nc2c(C)n(C)n(-c3ccccc3)c2=O)n2c(nc3cc(F)c(F)cc32)c1C#N | -3% | 11% | 0% | -2% | -10% | -2% | -8% | -24%
O=C(NC(CC(=O)N1CCN(c2ccc([N+](=O)[O-])cc2)CC1)c1ccccc1)c1ccccc1Cl (stereo not drawn) | ? | 17% | -17% | 13% | -14% | 1% | -23% | -6%
COCCN1C(=O)CCC1(C)C(=O)NC1CCCCC1 (stereo not drawn) | 2% | 11% | -5% | -2% | 5% | 2% | -31% | -14%
COc1cc(/C=N/n2c(C)nc3ccccc3c2=O)cc(OC)c1O | 1% | 13% | 17% | 0% | -11% | 1% | -24% | i
COc1ccc(Cc2nc3ccc(C(=O)NCCc4ccncc4)cc3o2)cc1OC | -3% | 1% | 1% | 4% | -10% | -7% | 3% | -9%
O=C(CS(=O)(=O)c1ccccc1)Nc1nccs1 | 0% | 2% | 5% | 5% | 11% | 17% | -36% | i
COCc1cc(C)nc(N)c1C#N | -7% | 0% | 10% | 10% | 14% | -13% | 14% | i
CCOC(=O)N1CCN(C(=O)c2cc3cc(Cl)ccc3[nH]2)CC1 | 2% | ? | 7% | -4% | 8% | 4% | -8% | -3%
O=C(N=NC(=O)c1ccc2c(O)n(C3CCCCC3)c(O)c2c1)c1cccnc1 | 1% | -8% | 6% | -6% | 1% | -2% | 18% | i
CCOc1cc(C(=O)NN2CCOCC2)cc(OCC)c1OCC | 7% | 6% | 20% | 1% | 11% | -6% | -26% | -22%
Cn1c(=O)c2c(nc(SCC(=O)c3ccc(F)cc3)n2C)n(C)c1=O | 4% | 22%[9.22 µM] | 4% | 14% | -6% | 6% | -15% | i
O=C(NCC1CC1)[C@@H]1C[C@H]1[C@@H](NP(=O)(c1ccccc1)c1ccccc1)c1ccccc1 | 2% | 0% | 8% | 3% | -1% | -12% | 12% | i
COCCn1c(C)cc(C(=O)COC(=O)c2[nH]c(C)c(C(C)=O)c2C)c1C | 0% | 8% | -5% | -2% | 5% | 9% | · | -40%[inhibitor]
NC(=O)c1cccnc1Nc1cccc(F)c1 | 4% | -15% | ? | 0% | -1% | -4% | 11% | ?
COc1ccc(NS(=O)(=O)c2ccc(O)c(C(=O)OCC(=O)Nc3ccc4c(c3)OCCO4)c2)cc1 | 0% | 3% | 4% | -3% | -4% | 6% | 19% | -5%
CCOc1ccc(-c2cnc(N)n2C)cc1 | -1% | 10% | -13% | 2% | 3% | 13% | -28% | i
CCCN(CCC)c1nc(Cl)nc(NCc2ccco2)n1 | 0% | 6% | -14% | -8% | ? | -9% | -3% | -7%
O=C(NC1=NCCS1)c1cccc(S(=O)(=O)N2CCOCC2)c1 | 0% | 7% | -3% | 7% | -22% | 7% | -4% | 5%
CC(=O)c1ccc(NC(=O)c2ccccc2-c2ccccc2C(=O)O)cc1 | 0% | -7% | -3% | 1% | -21% | -8% | -15% | -1%
Cc1cc2nccc(-c3ccncc3)n2n1 | 0% | 6% | 4% | -8% | -2% | -18% | -3% | i
CN(CC(=O)Nc1cccc(S(=O)(=O)N(C)C)c1)Cc1ccccc1 | -8% | -14% | 6% | 0% | -5% | -1% | 14% | -27%
Cc1ccc(Cl)c(OCC(=O)Nc2cccnc2)c1 | 0% | 17% | -6% | 10% | 2% | 14% | 8% | -45%[inhibitor]
O=C(COc1coc(CN2CCN(c3ccccc3)CC2)cc1=O)Nc1ccccc1 | 0% | -11% | 30% | -4% | 8% | -8% | -3% | i
O=[n+]1c2c(n([O-])c3c1CCCC3)CCCC2 | 0% | -7% | 0% | -16% | -6% | -6% | 24% | -10%[57.5 µM]
O=C(COC(=O)Cc1ccccc1F)Nc1ccc2[nH]c(=O)[nH]c2c1 | -4% | -9% | 3% | 8% | 13% | 6% | 28% | -21%
Cc1cccc(-n2ncc3c(N4CCC5(CC4)OCCO5)ncnc32)c1 | -2% | ? | 3% | -1% | -4% | -9% | -9% | i
Cc1ccc(NC2=C/C(=N/S(=O)(=O)c3cccs3)c3ccccc3C2=O)cc1C | -15% | 17% | -15% | -3% | -14% | 5% | · | i
COc1cc(C(=O)OCC(=O)NCc2ccco2)cc(OC)c1OC | -1% | 20% | 8% | 14% | 1% | 15% | -8% | -13%[57.5 µM]
CCOC(=O)C1=CCN(S(=O)(=O)c2ccc(C)cc2)C1c1cccc(Br)c1 (stereo not drawn) | 1% | 10% | -5% | 8% | -20% | 10% | 29% | -51%[inhibitor]
COc1ccc(NS(=O)(=O)c2ccc3nc(COc4ccc5ccccc5c4)[nH]c3c2)cc1 | -1% | -18% | 23% | 15% | -13% | 13% | 3% | -11%
Cc1nc2c(c(C)nn2-c2ccccc2)c(C)c1CCC(=O)NCCCOC(C)C | 3% | ? | -1% | 1% | 11% | 8% | 23% | i
CCOC(=O)c1ccc(NC(=S)NN2CCN(C)CC2)cc1 | 0% | 4% | 3% | 3% | 2% | 4% | -14% | i
O=C(Cc1cccc2ccccc12)N/N=C/c1ccc(O)c([N+](=O)[O-])c1 | 1% | 20%[9.22 µM] | -5% | 17% | -8% | 8% | 19% | -9%
O=C(NNC(=O)c1sccc1-n1cccc1)c1ccc(Cl)cc1 | -3% | 14% | 1% | 12% | 1% | 8% | 7% | i
CC1(OC(=O)C2CCCC2)C(=O)C=C2C=C(c3ccsc3)N(CCc3c[nH]c4ccccc34)C=C2C1=O (stereo not drawn) | -1% | -19% | 5% | 11% | -4% | 2% | ? | ?
c1csc(CCNc2ncnc3sc4c(c23)CCC4)c1 | 6% | ? | ? | 20% | -16% | 11% | 23% | -48%[inhibitor]
Cc1c(NC(=O)C2CC(c3cccc(Br)c3)=NO2)c(=O)n(-c2ccccc2)n1C (stereo not drawn) | -1% | 5% | -10% | -9% | -4% | -18% | -23% | -21%
CC1CCCN(c2nc3ccccc3nc2C(C#N)S(=O)(=O)c2cccs2)C1 (stereo not drawn) | 0% | -4% | 8% | -106%[inhibitor] | 1% | -5% | 43% | -38%
COC(=O)c1ccc(/C=N/Nc2nc(-c3ccc(C)cc3)cs2)cc1 | -1% | 27% | 7% | -8% | 5% | 8% | 3% | -8%
COc1ccc(C)cc1-n1nnnc1SCC(=O)Nc1cc(C)on1 | 1% | -18% | 2% | -7% | 13% | -3% | 17% | i
O=C(COC(=O)CCc1nc2ccccc2n1-c1ccccc1)Nc1cccc(Cl)c1 | -2% | -12% | 2% | 23% | 7% | 17% | · | -20%
C=CCn1c(C)c(/C=C/c2cc[n+](C)cc2)c2ccccc21 | 0% | -9% | 29% | 20% | 32%[activator] | ? | 9% | -25%
CCOC(=O)C(C)Oc1cccc2c(=O)n(CC(=O)N3CCCc4ccccc43)ccc12 (stereo not drawn) | 1% | 7% | 7% | 5% | -9% | -5% | -5% | -42%[inhibitor]
Cc1cc(Cl)ccc1NC(=O)/N=C1/NC(=O)CS1 | 0% | 19% | -1% | 10% | -8% | 17% | -11% | -3%
COc1ccc(NC(=O)CCS(=O)(=O)c2ccc(Cl)cc2)cc1 | 9% | 6% | -1% | 5% | -21% | 11% | -3% | -39%[inhibitor]
CC1CCN(C(=O)COC(=O)c2ccccc2NC(=O)c2ccco2)CC1 | 11% | · | 4% | -3% | -11% | -4% | ? | -12%
COc1ccc(NC(=O)CCNC(=O)c2ccco2)cc1OC | -6% | -7% | 4% | 7% | -11% | 7% | 4% | i
Cc1cccc(N2CCC(NCc3c(C(=O)N4CCCCC4)nc4c(C)cccn34)CC2)c1 | -6% | -35%[inhibitor] | 2% | -9% | -7% | -16% | 27% | i
S=C(NCCN1CCOCC1)C(=S)NCCN1CCOCC1 | -5% | -13% | -16% | -8% | -5% | -12% | 23% | -1%
N#Cc1ccc(C=NN2CCCCCC2)cc1 | -13% | 0% | 1% | 10% | -19% | 16% | 5% | i
CC1CC(C)(C)CC2(C1)NC(=O)N(CC(=O)OCc1ccc(Br)cc1)C2=O (stereo not drawn) | 5% | 22% | -11% | -12% | -15% | -9% | · | -11%
COc1ccc(-c2c(-c3cc(OC)cc(OC)c3)n(C)c3ccc(-c4ccc(S(N)(=O)=O)cc4)cc23)cc1 | 0% | -2% | 9% | 5% | -7% | -2% | ? | i
CN1C(=O)[C@H]2[C@@H](C3CC3)N3C(=O)CN(CC4CC4)C(=O)[C@@]3(C)[C@H]2C1=O | 12% | -6% | -4% | -8% | 13% | -7% | -6% | i
COC(=O)c1ccc(N=C2S/C(=C\c3cc(C)n(-c4cccnc4)c3C)C(=O)N2C)cc1 | -16% | 4% | -6% | 17% | -2% | 12% | ? | i
COc1ccc(/C(N)=N/OC(=O)c2cccc([N+](=O)[O-])c2C)cc1OC | 0% | 20% | -3% | 8% | -7% | 3% | -22% | -1%[57.5 µM]
NCCNC(=O)c1c(NC(=O)c2ccccc2)sc2c1CCCC2 | 10% | 16% | -2% | -4% | 8% | 6% | 13% | i
O=C(NC(=S)Nc1ccc(N2CCCCC2)c(Cl)c1)c1cccs1 | -18% | 35µM* | -3% | 10% | -2% | 5% | · | -26%
Cc1ccc(CNC(=O)CCCC(=O)Nc2cc(C)on2)cc1 | 6% | -23% | 2% | 13% | 6% | 0% | -6% | i
COC(=O)c1ccccc1NC(=O)CN1C(=O)c2ccccc2C1=O | 1% | 22% | 3% | 0% | -5% | 9% | -20% | -32%[inhibitor]
S=c1[nH]nc(COc2ccc(Cl)cc2)o1 | -3% | ? | 4% | -5% | 5% | 4% | 12% | -27%[57.5 µM]
COc1ccc(NC(=O)c2cc(-c3sc(NC(=O)c4ccccc4)nc3C)n(Cc3ccccc3)n2)cc1 | 6% | 1% | -2% | 7% | -15% | -2% | 35% | -13%

# Record cards, from the list above.
# Shown for O=C(NC(=S)Nc1ccc(N2CCCCC2)c(Cl)c1)c1cccs1 : aSyn rescue = -18%; TDP43 rescue = 35µM*; EPAC2 antagonist = -3%; EPAC2 ag = 10%; EPAC1 antag = -2%; EPAC1 ag = 5%; FUS suppressor = ·; PTHR1 ag = -26%
# Shown for S=C(NCCN1CCOCC1)C(=S)NCCN1CCOCC1 : aSyn rescue = -5%; TDP43 rescue = -13%; EPAC2 antagonist = -16%; EPAC2 ag = -8%; EPAC1 antag = -5%; EPAC1 ag = -12%; FUS suppressor = 23%; PTHR1 ag = -1%
